# ADAM10 inh = human ADAM10 inhibitors, primary screen, biochemical, QFRET, HTS; Disintegrin and metalloproteinase domain-containing protein 10 (Homo sapiens), O14672; recombinant ADAM10, EDANS/DABCYL FRET peptide cleavage, 3 h; inhibition, % at 7 µM; actives 0.62% (n = 370,000); AID 720582, 2013;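 active = inhibition above a per-campaign cutoff equal to the mean of compounds falling between control-based bounds plus 3 SD, cut at about 20% in these data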;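 note: 0% = DMSO wells while the 100% control is not disclosed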
# sPLA2-III inh = human group III sPLA2 inhibitors, primary screen, biochemical, QFRET, BODIPY PC-A2 liposome substrate | Group 3 secretory phospholipase A2 (Homo sapiens), Q9NZ20 | QFRET BODIPY PC-A2 liposome hydrolysis, fluorescence | inhibition, % at 12.2 µM | actives 0.56% (n = 370,000) | AID 743126, 2013;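 active = inhibition above mean plus 3 SD of compounds lying within the high and low control bounds, cut at about 19% in these data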;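 note: 0% = median of test compound wells and 100% = no enzyme DMSO wells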
# GC-B act = human GC-B receptor activators, primary screen, HEK293 GC-B cells, cGMP TR-FRET, EC30 CNP; actives 0.11% (n = 370,000); Atrial natriuretic peptide receptor 2 (Homo sapiens), P20594; activation, % at 10 µM; 0% at EC30 CNP, 100% saturating CNP;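 active = activation at 10 µM reaching about 35% in either raw or pattern-adjusted values, limit read from the data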
# GC-A act = GC-A stimulated cGMP production enhancers – HEK293 GC-A cells, cGMP TR-FRET, EC30 ANP, primary screen; Atrial natriuretic peptide receptor 1 (Homo sapiens), P16066; 0% at EC30 ANP, 100% saturating ANP; activation, % at 10 µM; actives 0.14% (n = 370,000); in the data active = activation above about 40%
# Target sequence (P16066 whole entry, looked up): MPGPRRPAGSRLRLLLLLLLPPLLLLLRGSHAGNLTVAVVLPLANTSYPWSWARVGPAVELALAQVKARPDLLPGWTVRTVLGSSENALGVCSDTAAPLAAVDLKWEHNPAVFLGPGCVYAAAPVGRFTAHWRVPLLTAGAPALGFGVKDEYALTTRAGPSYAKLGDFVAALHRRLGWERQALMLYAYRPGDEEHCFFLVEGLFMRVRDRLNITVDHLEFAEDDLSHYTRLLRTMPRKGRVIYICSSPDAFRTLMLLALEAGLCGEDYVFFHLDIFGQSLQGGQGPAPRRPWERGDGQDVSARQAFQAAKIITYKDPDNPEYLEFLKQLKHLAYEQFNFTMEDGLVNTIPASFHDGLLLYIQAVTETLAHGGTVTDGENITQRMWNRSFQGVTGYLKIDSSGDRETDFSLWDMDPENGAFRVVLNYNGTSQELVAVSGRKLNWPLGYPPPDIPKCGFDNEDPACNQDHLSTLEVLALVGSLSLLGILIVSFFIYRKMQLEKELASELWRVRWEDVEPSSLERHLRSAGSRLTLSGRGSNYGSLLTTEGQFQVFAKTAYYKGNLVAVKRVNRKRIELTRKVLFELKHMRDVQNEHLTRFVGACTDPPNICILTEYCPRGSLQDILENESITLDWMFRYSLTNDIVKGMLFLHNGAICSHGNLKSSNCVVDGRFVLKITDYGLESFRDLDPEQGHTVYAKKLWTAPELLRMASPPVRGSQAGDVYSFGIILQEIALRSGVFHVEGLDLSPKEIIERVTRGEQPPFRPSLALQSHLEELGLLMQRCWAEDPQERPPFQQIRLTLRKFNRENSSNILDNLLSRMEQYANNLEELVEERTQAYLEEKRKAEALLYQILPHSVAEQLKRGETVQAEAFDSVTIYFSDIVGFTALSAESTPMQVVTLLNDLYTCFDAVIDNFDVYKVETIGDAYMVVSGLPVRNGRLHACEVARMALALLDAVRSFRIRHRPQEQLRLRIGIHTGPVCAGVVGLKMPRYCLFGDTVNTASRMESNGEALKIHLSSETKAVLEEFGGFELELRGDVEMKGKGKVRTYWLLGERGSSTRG
# ASAP1 GAP inh = inhibitors of human ASAP1 ArfGAP activity, primary screen, biochemical, fluorescence polarization; Arf-GAP with SH3 domain, ANK repeat and PH domain-containing protein 1 (Homo sapiens), …; ASAP1-stimulated ARF1 GTP hydrolysis, GDP FP detection; inhibition, % at 16.5 µM; actives 0.19% (n = 360,000); AID 624377, 2012; in the data active = inhibition above about 25%;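 note: 0% = vehicle with enzyme and substrate and 100% = no enzyme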
# rCAG binder = binders of r(CAG) RNA repeats, primary screen, biochemical, fluorescence | r(CAG) RNA repeat, TO-PRO-1 dye displacement fluorescence | actives 1.3% (n = 370,000) | inhibition, % at 3 µM | AID 651821, 2012;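 active = inhibition above the plate cutoff, the mean of all test compounds on that plate plus 3 SD, cut at about 35% in these data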;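 note: 0% = DMSO alone and 100% = 100 µM mitoxantrone as full dye displacement; higher means more dye released from RNA so lower well fluorescence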
# ARFGAP1 inhibitor = inhibitors of rat ARFGAP1 GAP activity, primary screen, biochemical, fluorescence polarization, GDP tracer; actives 0.26% (n = 360,000); inhibition, % at 16.5 µM; Arfgap1-stimulated ARF1 GTP hydrolysis, GDP FP detection;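 active = inhibition above a per-plate limit, mean inhibition of low control wells plus 3 SD, cut at about 25% in these data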;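 note: 0% = DMSO wells with enzyme and 100% = wells lacking Arfgap1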
#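 System: truncated rat Arfgap1 GAP domain / Medium: HEPES-based buffer, pH 7.5 / Also added: N-terminally truncated human ARF1-GTP substrate / Incubation: enzyme reaction 120 min at 25 °C after 20 min preincubation / Measured by: FP of antibody-bound GDP Alexa 633 tracer, ex 620/em 688 nm / Replicates: singlicate, each compound tested once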
# Tn6 DDE FP = inhibitors of Tn6 peptide binding to fibrin DD(E), primary screen, biochemical, fluorescence polarization, human fibrin, Tn6 probe; Fibrinogen beta chain (Homo sapiens), P02675; Fibrin DD(E) TRITC-Tn6 fluorescence polarization displacement; inhibition, % at 8.3 µM; actives 0.21% (n = 370,000);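 active = inhibition above a per-campaign cutoff: mean of compounds within control limits plus 3 SD, cut at about 15% in these data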;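 note: 0% = median of all compound wells on the plate and 100% = blocking peptide control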
# GAA850 FXN act = FXN promoter activators, primary screen, cell-based, luciferase luminescence, HEK293 lucGAA850. HEK293 lucGAA850 FXN promoter luciferase reporter, 24 h; percent of 10 µM SAHA response. activation, % at 6 µM. actives 0.56% (n = 360,000);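 active = activation above the average of all compounds screened plus 3 SD, cutoff fixed separately per campaign, cut at about 7.5% in these data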;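 note: 0% = DMSO wells and 100% = 10 µM SAHA wells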
# KLK7 zymogen act = proKLK7 zymogen activators, primary screen, biochemical, fluorescence intensity; AID 652039, 2013; Kallikrein-7 (Homo sapiens), P49862; activation, % at 7 µM; purified proKLK7, EDANS-DABCYL substrate fluorescence; 100% is mature enzyme control, 0% vehicle; actives 0.9% (n = 370,000);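 active = activation above the mean of all tested compounds plus 3 SD, computed per campaign excluding outliers beyond control limits, cut at about 13% in these data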
# The depositor's hits bear a star; nt = no result given; & = joins results of further samples.
structure	ADAM10 inh	sPLA2-III inh	GC-B act	GC-A act	ASAP1 GAP inh	rCAG binder	ARFGAP1 inhibitor	Tn6 DDE FP	GAA850 FXN act	KLK7 zymogen act
Cc1noc(C)c1NC(=O)Nc1ccc2c(c1)C(=O)N([C@H](C)CO)C[C@H](C)[C@@H](CN(C)S(=O)(=O)c1ccccc1)O2	-7	-10	4	-2	7	-6	-4	0	-1.2	0.5
O=[N+]([O-])c1ccc2c(c1)C(O)n1nc(-c3ccccc3)nc1S2 (stereo not drawn)	6	2	5	0	-7	2	5	3	1.3	0.3
O=C1CCC/C=C\C[C@@H](CC(=O)N(CCO)Cc2ccccc2)C(=O)N2CCC[C@H]2CO1	11	-5	1	4	1	-1	-12	-7	0.1	-0.8
NS(=O)(=O)c1ccc(CCNC(=O)C(=O)NCC2OCCN2S(=O)(=O)c2ccc(Cl)cc2)cc1 (stereo not drawn)	-2	-5	0	2	-4	7	-13	10	1.6	-0.4
CCCCn1c(N)c(N(CC(C)C)C(=O)c2cc(C)oc2C)c(=O)[nH]c1=O	-9	-2	4	3	-19	2	9	-4	-0.9	0.4
Cc1cccc(N2CCc3c2nc2ccc(Br)cc2c3N)c1	-67	-37	nt	nt	-5	34	-6	-16	2.1	-1.0
O=C(c1ccncc1)N1CCN(S(=O)(=O)c2cccc([N+](=O)[O-])c2)CC1	4	4	8	2	10	-1	7	7	1.4	-0.3
CCN(CC)c1ccc(/C=N/NC(=O)c2ccc([N+](=O)[O-])cc2)cc1	0	3	1	-6	1	-1	1	-4	-1.5	0.0
COc1ccc2c(-c3ccccc3)cc(SC(C)C(N)=O)nc2c1 (stereo not drawn)	-60	-12	-3	-6	-1	2	-4	3	2.6	0.0
N#CC1=C(N)N(c2ccccc2)C(c2ccccc2)C1(C#N)C#N (stereo not drawn)	-71	-3	-12	-4	3	-1	5	-7	7.4	0.3
COc1cccc(N2CCN(c3ccc4nnc(CCC(=O)N5CCC(C)CC5)n4n3)CC2)c1	-2	-8	-2	-2	-1	-9	12	-4	-0.4	0.3
COc1ccc(OC)c(/C=N/NC(=O)C(=O)NCc2cccnc2)c1	-7	6	-6	1	4	-1	1	-4	-3.8	0.2
CCC(C)(C)NC(=O)C(Sc1ccccc1)c1ccccc1 (stereo not drawn)	-6	3	-8	-5	11	-2	5	-3	1.1	-0.2
Cc1ccc(C(=O)CCNc2ccc(F)c(Cl)c2)o1	-1	-6	-4	3	3	-4	-9	5	2.3	0.0
COc1ccc(NC(=O)c2cc(S(=O)(=O)N3CCOCC3)ccc2C)cc1S(=O)(=O)N1CCOCC1	-3	-4	4	0	-23	5	-9	-1	0.0	0.6
C/C(=N/NC(=O)c1ccc(NC(=O)c2ccc(F)cc2)cc1)c1ccccc1	1	3	1	-1	18	12	-4	3	-1.0	0.9
CC(C)n1cnnc1SCC(=O)Nc1ccc(Br)cc1F	2	-5	-2	2	-17	-2	-1	6	-1.6	-0.2
Cn1c(SCc2ccc(C#N)cc2)nnc1-c1ccncc1	6	2	3	10	4	-1	5	-4	0.1	-0.3
COc1ccc(S(=O)(=O)Nc2cccc(-c3ccc4nncn4n3)c2)cc1F	4	-6	-17	-20	16	7	-1	-7	-3.4	0.3
COc1ccc(CNC(=O)C(=O)NCC2CCCO2)cc1 (stereo not drawn)	0	-1	3	1	4	-1	7	1	0.3	-0.1
N/C(=N\NC(=O)c1ccc(Cl)cc1)c1cnccn1	1	11	1	0	-6	0	5	-4	3.0	-0.1
COC(=O)c1c(NC(=O)COC(=O)c2ccc(Cl)nc2)sc(C)c1C	-3	16	-4	1	2	-1	-7	6	1.7	0.4
Cc1sc2ncnc(N3CCC(C(=O)N(CC(C)C)c4nc5ccccc5s4)CC3)c2c1C	-2	-12	2	-6	-11	4	11	-9	0.7	0.1
Cc1ccc(N2CC(C(=O)Nc3ccccc3N3CCCC3)CC2=O)cc1 (stereo not drawn)	-8	-1	-7	2	2	-1	-4	1	-2.6	-0.4
CCN(CC(=O)Nc1ccc(OC)cc1)C(=O)Cc1ccsc1	7	-5	-11	-2	-4	-1	-5	-2	0.2	0.2
Cc1ccc(SCCNC(=O)c2ccccc2F)cc1	12	0	-1	-1	-4	-3	0	-7	-0.9	0.7
CCSC1=C(C#N)C(c2ccc(C)o2)CC(=O)N1 (stereo not drawn)	6	-5	0	-2	11	0	-3	4	-0.9	-0.9
CC(C)S(=O)(=O)C/C(N)=N/OC(=O)c1cc(Cl)cc(Cl)c1	-7	11	2	-5	5	-4	4	2	0.4	-0.2
COc1ccc(C(CNC(=O)COc2ccc(Cl)c(C)c2)N2CCCCC2)cc1 (stereo not drawn)	5	-3	-4	-7	-8	-7	-6	1	1.6	0.1
COc1ccc2c(c1)sc(=N)n2CC(=O)Nc1cc(C)cc(C)c1	-1	-2	3	-5	-8	1	6	2	-1.1	-0.1
Cc1cc(F)ccc1-c1cc(C(=O)Nc2ccccc2)[nH]n1	-10	6	-3	3	3	1	7	-3	0.9	-0.7
CN1CCN(c2ccc(CNC(=O)C3Cc4c(-c5ccc(Cl)cc5)ccnc4O3)cc2)CC1 (stereo not drawn)	-2	-2	2	2	-13	5	6	-3	0.6	-0.1
O=C(NCCc1ccccc1)/C(=C\c1ccc([N+](=O)[O-])cc1)NC(=O)c1ccc(Br)cc1	1	-3	-4	-2	5	0	0	-3	2.0	0.4
O=C(CCN1C(=O)c2ccccc2C1=O)N1CCN(Cc2ccc(Cl)cc2Cl)CC1	1	-2	-1	-4	-9	-4	5	-3	2.9	0.2
Cc1ccc(C(=O)N2CCCC(CCC(=O)NCc3ccc(F)c(F)c3)C2)cn1 (stereo not drawn)	3	12	-3	4	0	-2	4	5	-0.5	-0.1
Cc1csc(=Nc2ccccc2)n1CCCN1CCCC1=O	10	7	0	2	10	1	10	-2	0.2	-0.1
O=C(Nc1nccs1)c1cc(N2CCOCC2)nc2ccccc12	-27	-8	-1	6	-5	1	-5	3	1.2	18*
Cc1n[nH]c(C)c1NC(=O)CSc1nnnn1-c1cccc(F)c1	-1	4	-2	0	0	-1	-3	3	1.7	-0.3
O=C(c1cc(S(=O)(=O)N2CCOCC2)ccc1F)N1CCN(Cc2ccccc2)CC1	-7	-5	1	4	7	-8	8	1	-2.9	-0.4
Cc1ccc(C2C3=C(CC(C)(C)CC3=O)NC3=C2C(=O)c2ccccc23)cc1 (stereo not drawn)	6	10	0	-14	14	4	0	-3	-2.3	0.2
CCS(=O)(=O)c1ccc2oc(Nc3ccc(OC)c(OC)c3)nc2c1	-1	8	4	-2	2	5	1	8	3.2	-0.6
CCOC(=O)c1ccc(Oc2cn[nH]c2-c2ccc(O)cc2O)cc1	12	-61	-7	1	27*	6	10	-8	-1.2	0.1
CN1CCC(N2CCN(C3CN(C4CCCCC4)S(=O)(=O)C3)CC2)CC1 (stereo not drawn)	-13	6	0	4	11	0	12	-6	nt	0.1
O=C(Nc1ccccc1N1CCCCC1)c1ccc(Cl)cc1	-1	9	4	1	5	-4	1	5	-1.2	1.0
Cn1nc(C(=O)Nc2ccc(Cl)cc2)cc1C(=O)Nc1ccc(Cl)cc1	6	2	-6	1	-5	-1	4	1	-0.8	0.1
OCCCNC(=S)Nc1ccc2nc(-c3ccccn3)c(-c3ccccn3)nc2c1	-402	-2	-1	0	12	-7	6	2	1.1	9.3
CCOc1ccc(NC(=O)C2CCN(S(=O)(=O)CC)CC2)cc1	-1	1	4	2	8	0	-1	5	1.7	0.6
O=C(NC1CCCCC1)C1CCCN1S(=O)(=O)c1ccc(F)cc1 (stereo not drawn)	1	1	0	2	-4	1	3	4	0.2	0.3
O=C(C1CCC1)N1CCN(Cc2ccccc2)CC1	-3	-2	1	2	-1	-3	-5	10	2.3	-0.7
Cc1cc(Cl)c2oc(C(=O)N3CCN(c4ccncc4)CC3)c(C)c2c1	4	-39	-10	-13	8	4	-13	2	0.6	-0.4
Cn1ncc2c(=O)[nH]c(N)nc21	-9	0	6	0	-16	4	3	1	0.9	0.0
N#Cc1c(/N=C/c2ccc(-c3ccccc3C(=O)O)o2)sc2c1CCCC2	-52	5	-4	-3	-1	7	1	8	2.6	0.3
CC(C)(C)NC(=O)C(c1ccccc1F)n1c(=O)c(-c2cc3ccccc3[nH]2)nc2ccccc21 (stereo not drawn)	-234	13	1	2	4	20	9	2	nt	-27
Cc1c(NC(=O)c2c(N)sc3c2CCCC3)c(=O)n(-c2ccccc2)n1C	-9	-2	2	4	-7	5	8	0	1.3	-0.7
O=C(NC1CCN(Cc2ccccc2)CC1)c1[nH]c(C(F)(F)F)nc1-c1ccccc1	-1&-12	-9&-7	-1&2	-1&0	-10&-16	3&8	-5&-3	-2&5	nt	0.3&0.3
O=C(c1ccc(Cl)cc1)C1C2C(=O)N(c3ccccc3)C(=O)C2C2CCCN21 (stereo not drawn)	-11	10	-1	1	-8	-2	4	3	-1.5	-0.2
CCN(CC)C(=O)CSc1nnc(-c2ccccn2)n1-c1ccccc1OC	-1	-2	10	2	2	-6	-4	7	-1.1	0.5
CCOC(=O)c1ccc(NC(=S)NCCc2ccc(F)cc2)cc1	7	-24	3	6	13	3	10	-3	2.5	-0.1
CCOc1cc(Br)c(CC(=O)O)cc1OCC	3	-3	1	3	7	0	-9	0	0.4	0.6
O=C(/C=C/c1ccc(S(=O)(=O)N2CCOCC2)cc1)NCc1ccccc1	15	2	-1	0	-2	2	-2	-2	0.2	0.3
CCCCOC(=O)CSc1nc2ccccc2o1	3	-4	-5	3	1	-4	-5	5	0.6	0.3
COc1ccccc1-c1nnc(SCC(=O)NCc2ccco2)n1N	1	-2	2	1	4	1	8	-6	0.9	0.8
Cc1onc(-c2ccccc2Cl)c1C(=O)Nc1cccnc1	-27	-2	-5	-3	4	3	1	1	-0.4	0.3

# Screening data as filed in PubChem.

# The order is random. Share with any hit: about 4.5%.
